Bioassay records (PubChem BioAssay)
Lipid droplet: hepatic lipid droplet formation modulation; AID 1656; 0.4% of 240,000 active; inhibition, % at 6.5 µM; AML12 mouse hepatocytes, oleate lipid droplets, BODIPY imaging;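 active = lipid droplet intensity inhibited by at least 50%, with more than 500 cells counted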
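System: AML12 hepatocytes (mouse). Probe or stimulus: oleic acid at 100 µM to induce lipid droplet formation. Times: overnight treatment with compound plus oleate. Detection: Image-based BODIPY and DAPI two-channel analysis. Evaluation: percent inhibition of filter-corrected integrated lipid droplet intensity per well.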
Lipid droplet cells 6.5 µM: recorded beside Lipid droplet, whose call it bears; cell count; measured here: cell count, cytotoxicity flag;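 cells counted across two imaged fields per well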
An asterisk follows results filed as active.

SMILES,Lipid droplet,Lipid droplet cells 6.5 µM
Cc1c(OC(C)C(=O)NCC(O)c2ccccc2)ccc2c3c(c(=O)oc12)CCC3 (configuration not stated),-48,703
Cn1c(=O)n(CC(=O)NCC2CCCO2)c(=O)c2c3c(sc21)CCCC3 (configuration not stated),-1,715
COCCCN1C(=O)C(=O)/C(=C(/O)c2ccc(S(=O)(=O)N3CCCCC3)cc2)C1c1ccc(F)cc1 (configuration not stated),5,657
CC(C)(C)c1ccc2c(c1)OC(C(=O)N/N=C\c1ccc[nH]1)CO2 (configuration not stated),30,767
O=C(NC(=S)Nc1cc(Cl)ccc1N1CCOCC1)c1ccccc1[N+](=O)[O-],7,862
C/C(=N\NC(=O)c1cccc([N+](=O)[O-])c1)c1cccnc1,-1,770
O=C(N/N=C/c1cccc(Oc2ccccc2)c1)c1cccc(O)c1,12,838
Cc1ccccc1COC(=O)c1cc([N+](=O)[O-])ccc1N1CCOCC1,-25,649
COc1ccccc1/C=C/CN1CCSCC1,2,846
O=c1ccc2cc(S(=O)(=O)Nc3ccccc3F)ccc2o1,-2,842

3 entries already listed, arranged by SMILES length, falling:
SMILES,Lipid droplet,Lipid droplet cells 6.5 µM
COCCCN1C(=O)C(=O)/C(=C(/O)c2ccc(S(=O)(=O)N3CCCCC3)cc2)C1c1ccc(F)cc1 (configuration not stated),5,657
Cc1c(OC(C)C(=O)NCC(O)c2ccccc2)ccc2c3c(c(=O)oc12)CCC3 (configuration not stated),-48,703
COc1ccccc1/C=C/CN1CCSCC1,2,846

Next records follow.
SMILES,Lipid droplet,Lipid droplet cells 6.5 µM
Cc1ccccc1C(=O)c1cccn1CC(=O)NCCCN1CC(C)CC(C)C1 (configuration not stated),3,772
Cc1ccc(CNc2cc(C(=O)O)ccc2C)s1,-1,826
O=C(C#Cc1ccccc1)Nc1ccccc1F,-2,824
Cc1ccc(N(CC(=O)N2CCCCCC2)S(C)(=O)=O)cc1Cl,-1,819
O=S(=O)(c1ccc(OC(F)(F)F)cc1)N1CCC(O)(c2cccc(C(F)(F)F)c2)CC1,-57,785
Cc1cccc(C)c1OCC(=O)N/N=C/c1cccnc1,2,831
CC(C)c1ccc(/C=C2\SC(=O)N(CC(=O)NC3C=CS(=O)(=O)C3)C2=O)cc1 (configuration not stated),-30,694
S=C(Nc1cccc(Cl)c1Cl)NC1CCN(Cc2ccccc2)CC1,-10,700
CCOc1ccc(CN2CCCC(N3CCN(c4ccc(OC)cc4)CC3)C2)cc1 (configuration not stated),0,812
Cc1ccc(OCC(O)CN2CCCC2)cc1 (configuration not stated),-10,837

The results go on.
SMILES,Lipid droplet,Lipid droplet cells 6.5 µM
CC(C)(C)c1ccc(C(=O)NCCC(=O)NCc2cccs2)cc1,-46,781
O=C(CC12CC3CC(CC(C3)C1)C2)NCc1ccc(F)cc1,-2,828
COc1cccc(O)c1CN1CCC(C(=O)Nc2ccc(Oc3cccnc3)cc2)CC1,-5,671
CC1C(=O)C(C)(C)C(=O)OC1c1ccc([N+](=O)[O-])cc1 (configuration not stated),1,849
O=C(Nc1cccc(Cl)c1)c1ccc(S(=O)(=O)NCC2CCCO2)cc1 (configuration not stated),-2,750
COc1cccc(NC(=O)NNC(=O)c2ccc3c(c2)NC(=O)C(C)(C)O3)c1,-20,761
Cc1ccccc1N1CCN(C(=O)NCc2cccc(Cl)c2)CC1,-12,746
Cc1cccc(N(CC(=O)NC(C)C)C(=O)CCC(=O)Nc2ccccn2)c1,-7,816
COc1ccc(-c2cn(CCC(=O)NCc3ccc(C)cc3)c(-c3ccncc3)n2)cc1,-2,797
COc1ccc(-c2noc(CCC(=O)NCC3CCCO3)n2)cc1OC (configuration not stated),-7,746

By substructure: the entries above containing a tert-butyl group
SMILES,Lipid droplet,Lipid droplet cells 6.5 µM
CC(C)(C)c1ccc2c(c1)OC(C(=O)N/N=C\c1ccc[nH]1)CO2 (configuration not stated),30,767
CC(C)(C)c1ccc(C(=O)NCCC(=O)NCc2cccs2)cc1,-46,781

Later entries
SMILES,Lipid droplet,Lipid droplet cells 6.5 µM
CCOc1cc(Br)c(CC(=O)NC2CCCCCC2)cc1OCC,116*,804*
COc1ccccc1NC(=O)c1cc2c(CO)cnc(C)c2oc1=Nc1cc(OC)c(OC)c(OC)c1,20,844
O=C(NCCCNC(=O)c1ccccc1Cl)c1cnccn1,-2,831
Cc1cc(NC(=O)CN2CCN(c3ccccn3)CC2)ccc1Br,-6,855
Cn1c(=O)c2c(nc(CN3CCN(C(c4ccccc4)c4ccccc4)CC3)n2CCCO)n(C)c1=O,-12,847
COc1cccc(NC(=O)C2C(c3ccccc3)C2(Cl)Cl)c1 (configuration not stated),-2,836
O=C(O)CN1C(=O)COc2ccc(S(=O)(=O)N3CCCCCC3)cc21,5,780
COC(=O)c1cc(S(=O)(=O)NCc2cc(OC)c(OC)c(OC)c2)cn1C,32,730
Cc1cc(Cl)ccc1OCCCC(=O)NCCc1nnc2ccccn12,3,741
O=C(NCc1ccc(F)cc1)C(c1ccco1)N(C(=O)c1csnn1)C1CC1 (configuration not stated),-2,827

Remaining list, next part:
SMILES,Lipid droplet,Lipid droplet cells 6.5 µM
O=C(CSc1nc(N2CCOCC2)nc(N2CCOCC2)n1)Nc1ccc([N+](=O)[O-])cc1,-10,659
C#CCN(C(=O)c1ccc(OC2CCN(C(=O)CCOC)CC2)cc1)C1CCCCC1,5,839
Cc1cccc(OCc2nnc(SCC(=O)NCC3CCCO3)n2C)c1 (configuration not stated),-1,799
CCOC(=O)CC1(NC(=O)C2CCC(=O)N(CCc3ccccc3)C2)CCCCC1 (configuration not stated),14,748
Cc1cc(-c2ccc(C)c(S(=O)(=O)N3CCN(c4ccc([N+](=O)[O-])cc4)CC3)c2)on1,-1,718
Cc1nnc(NC(=O)C2CCCC2)s1,22,746
COc1ccc(C(=O)N/C(=C\c2cn(C)c3ccccc23)C(=O)NCCCn2ccnc2)cc1OC,-7,686
Cc1ccc(C)c(NC(=O)Nc2ccc3c(c2)OCO3)c1,-19,771
O=C(CC1C(=O)NCCN1Cc1ccccc1)NC1CCCCCC1 (configuration not stated),-14,718
COCCNC(=O)Cn1nc(-c2ccc(C)cc2)ccc1=O,10,841

Compound profiles, from the list above.
COc1ccc(C(=O)N/C(=C\c2cn(C)c3ccccc23)C(=O)NCCCn2ccnc2)cc1OC as listed: Lipid droplet = -7; Lipid droplet cells 6.5 µM = 686
Cc1nnc(NC(=O)C2CCCC2)s1 as listed: Lipid droplet = 22; Lipid droplet cells 6.5 µM = 746

Next section
SMILES,Lipid droplet,Lipid droplet cells 6.5 µM
O=C(CNC(=O)c1ccco1)N/N=C/c1ccc(O)cc1O,16,751
Cc1cc(Br)ccc1NC(=O)C1CCN(C(=O)c2ccco2)CC1,0,812
COc1cccc(C(=O)OCC(=O)c2ccc(Br)s2)c1,-12,672
COc1cc(C2NC(=S)NC3=C2C(=O)CCC3)ccc1O (configuration not stated),6,790
CC(Sc1cccc[n+]1[O-])c1ccccc1 (configuration not stated),0,834
CCOc1ccc(NC(=O)N2CC(C)OC(C)C2)cc1 (configuration not stated),0,846
O=c1cc(Cl)[nH]n(-c2ccccc2)c1=O,-3,829
COc1ccc(CCNC(=O)c2cc3c(=O)n4ccccc4nc3n(CCN3CCOCC3)c2=N)cc1,-18,730
CC(C)NC(=O)CSc1nc2sccc2c(=O)n1-c1ccccc1,-7,806
CCOC(=O)C1CCN(C2=NC(=O)/C(=C/c3ccc(Cl)cc3)S2)CC1,3,411

(cont.)
SMILES,Lipid droplet,Lipid droplet cells 6.5 µM
Cc1nc2c(-c3ccc(F)cc3)cnn2c(N)c1-c1ccccc1,-4,371
COC(=O)[C@@H]1Cc2c([nH]c3ccccc23)C(C)N1C(=O)c1ccccc1 (some centres not stated),-48,835
COc1ccc(OCc2cc(C(=O)NCC(C)Oc3cccnc3)no2)c(Cl)c1 (configuration not stated),-9,736
COc1ccc(OC)c(CNC(=O)C2CCC(=O)N2C(C)C)c1 (configuration not stated),2,866
CC(=O)N1CC(C)Sc2ccc(S(=O)(=O)N3CCCCC3)cc21 (configuration not stated),-21,743
Cc1ccc(NS(=O)(=O)c2ccc3c(c2)n(C)c(=O)n3C)cc1,23,823
Cc1cccc(N(C(=O)c2ccco2)C(C(=O)NC2CCCC2)c2ccco2)c1C (configuration not stated),11,795
COc1ccc(C2=NS(=O)(=O)N(C)C(C(=O)NCc3ccccn3)=C2)cc1,-7,733
Cc1cc(OCc2cc(C(=O)NCc3cc(C(C)C)no3)no2)cc(C)c1Cl,13,823
Cn1nccc1C(=O)N1CCN(S(=O)(=O)c2ccc(Br)s2)CC1,0,726

New compounds follow.
SMILES,Lipid droplet,Lipid droplet cells 6.5 µM
COc1ccc(OCc2nnc(SCC(=O)Nc3cccc(Cl)c3)o2)cc1,13,825
CC(C)NC(=O)NC(=O)CN1C(=O)NC2(CCc3ccccc3C2)C1=O (configuration not stated),-3,831
O=C1COc2ccc(S(=O)(=O)N3CCC(C(=O)NCc4ccccc4)CC3)cc2N1,2,665
O=C(NCc1ccc(Cl)cc1)c1nccnc1CO,-8,865
Cc1cc(Cl)ccc1NC(=O)CN1CCN(C(=O)c2ccco2)CC1,-31,794
COc1ccccc1CN1CC(C(=O)NCc2c(F)ccc(C)c2F)CCC1=O (configuration not stated),12,684
Cc1noc(NS(=O)(=O)c2ccc(NC(=O)c3oc4ccc(Cl)cc4c3C)cc2)c1C,0,865
O=C(CN(Cc1ccccc1Cl)C(=O)c1csnn1)NCc1ccc2c(c1)OCO2,-9,742
CCOC(=O)CCNC(=O)N1CCCC(Cc2ccccc2)(C(=O)OCC)C1 (configuration not stated),4,839
O=C(NCc1ccccc1)c1cc[n+]([O-])cc1,-3,836

The results go on.
SMILES,Lipid droplet,Lipid droplet cells 6.5 µM
O=C(CN1Cc2ccccc2C1=O)Nc1ccc2c(c1)OCCO2,0,742
O=C(Cn1cnc2c(oc3nc4c(cc32)CCCC4)c1=O)Nc1ccccc1,-2,741
COc1ccc(F)c(CN2CCCC(CNS(=O)(=O)c3cccc4cccnc34)C2)c1 (configuration not stated),-3,664
O=C(Cc1ccc(Br)cc1)N1CCc2ccccc2C1,10,873
O=C(NCCCNC(=O)c1cnccn1)c1ccc(Cl)cc1,-2,827
CC1(C)C(Cl)C(=O)C(C(=O)c2ccccc2)C(=O)C1Cl (configuration not stated),0,801
COc1cc(/C=N/NC(=O)c2ccc3c(c2)OCO3)ccc1O,-12,834
Cc1cc(S(=O)(=O)N2CCCC2)ccc1OCC(=O)N1CCCCC1,37,818
COCCCNC(=O)C1CCC(CNS(=O)(=O)c2ccc3c(c2)CC(C)N3C(=O)C2CC2)CC1 (configuration not stated),0,734
COc1cc(NC(=O)CCNS(=O)(=O)c2cc(Br)cnc2N)cc(OC)c1,-14,737

(listing goes on)
SMILES,Lipid droplet,Lipid droplet cells 6.5 µM
Cc1nn(CC(=O)N2CCC(C)CC2)c(=O)c2cccn12,20,814
COc1ccc(/C=N/Nc2nc(-c3ccc(C)cc3)c(C#N)c(=O)[nH]2)cc1,5,810
O=C(CSc1ccccc1)N1CCCC(Nc2ccccc2)C1 (configuration not stated),3,758
CCc1cc(C(=O)N2CCN(c3ncc(C(F)(F)F)cc3Cl)CC2)sc1C,-59,780
Cc1oc2ccc(NS(=O)(=O)c3ccc(F)cc3)cc2c1C(=O)O,-2,792
COc1ccc(NC(=O)C2=CC(c3ccc(C)cc3)=NS(=O)(=O)N2C)cc1OC,-13,749
O=C(CN1C(=O)c2ccccc2S1(=O)=O)N1CCCCC1,-1,769
O=C(CCCc1nc(-c2ccc(Cl)cc2)no1)NC1CCCC1,-27,645
Oc1ccc(/C=N/n2c(-c3ccccc3)n[nH]c2=S)cc1Br,-8,801
Cc1ccc(N(CC(=O)NCC2CCCO2)S(=O)(=O)c2ccccc2)c(C)c1 (configuration not stated),-7,783

Next section:
SMILES,Lipid droplet,Lipid droplet cells 6.5 µM
CC(C)c1ccc(S(=O)(=O)N2CCN(C(=O)C3CCN(C(=O)c4ccc(F)cc4)CC3)CC2)cc1,-10,838
CSCCC(=O)N1CCC(n2nccc2NC(=O)CCCc2ccccc2)CC1,-3,668
N#CCC(=O)Nc1ccc(C(=O)OCC(=O)NCCCc2ccccc2)cc1,5,844
COc1ccc(/C=C2\SC(=S)N(CCCC(=O)N3CCCCC3CCO)C2=O)cc1 (configuration not stated),-16,700
CCC1CCCCN1C(=O)CCS(=O)(=O)c1ccc2c(c1)CCN2C(C)=O (configuration not stated),-8,710
Cc1c(OC(C)C(=O)N[C@@H](Cc2ccccc2)C(=O)O)ccc2c3c(c(=O)oc12)CCCC3 (some centres not stated),1,759
COc1ccc(CCNC(=O)CCOc2cc(C)ccc2C)cc1OC,68*,713*
O=C(CCn1c(=O)oc2ccc(Cl)cc21)N1CCN(c2ccccc2)CC1,-15,784
Cc1ccc(C(=O)Cc2cc3ccccc3oc2=O)c(C)c1,12,851

2 entries picked at random from those above, as already listed:
SMILES,Lipid droplet,Lipid droplet cells 6.5 µM
CC(=O)N1CC(C)Sc2ccc(S(=O)(=O)N3CCCCC3)cc21 (configuration not stated),-21,743
COc1ccc(F)c(CN2CCCC(CNS(=O)(=O)c3cccc4cccnc34)C2)c1 (configuration not stated),-3,664

These rows are one share of the data; rates above refer to the full screens.
